BaF3 tox: counter-screen for JAK2V617F inhibitors: parental Ba/F3 viability inhibitors; CellTiter-Glo ATP luminescence; inhibition, % at 5.6 µM; hit rate 1.1% among 220,000; AID 1486;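 active = inhibition above a per-campaign cutoff, the mean inhibition of all tested compounds plus 3 SD, cut at about 27% in these data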;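 also: 0% = DMSO wells and 100% = JAK Inhibitor I control wells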
Wee1 degr inh: blocks degradation of human Wee1 kinase. reporter increase, % at 5 µM. hit rate 1.2% among 220,000. AID 1321. HeLa Luc-Wee1K328M stability, luciferase luminescence; 100% = proteasome inhibitor MG132 effect;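 active = activation above the mean of all tested compounds plus 3 SD, set per screening run, cut at about 8.8% in these data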;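 also: cells exposed to compound for 20 h before luminescence read; 0% = DMSO alone and 100% = MG132 at 30 µM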
Target sequence (P30291 whole entry K328M): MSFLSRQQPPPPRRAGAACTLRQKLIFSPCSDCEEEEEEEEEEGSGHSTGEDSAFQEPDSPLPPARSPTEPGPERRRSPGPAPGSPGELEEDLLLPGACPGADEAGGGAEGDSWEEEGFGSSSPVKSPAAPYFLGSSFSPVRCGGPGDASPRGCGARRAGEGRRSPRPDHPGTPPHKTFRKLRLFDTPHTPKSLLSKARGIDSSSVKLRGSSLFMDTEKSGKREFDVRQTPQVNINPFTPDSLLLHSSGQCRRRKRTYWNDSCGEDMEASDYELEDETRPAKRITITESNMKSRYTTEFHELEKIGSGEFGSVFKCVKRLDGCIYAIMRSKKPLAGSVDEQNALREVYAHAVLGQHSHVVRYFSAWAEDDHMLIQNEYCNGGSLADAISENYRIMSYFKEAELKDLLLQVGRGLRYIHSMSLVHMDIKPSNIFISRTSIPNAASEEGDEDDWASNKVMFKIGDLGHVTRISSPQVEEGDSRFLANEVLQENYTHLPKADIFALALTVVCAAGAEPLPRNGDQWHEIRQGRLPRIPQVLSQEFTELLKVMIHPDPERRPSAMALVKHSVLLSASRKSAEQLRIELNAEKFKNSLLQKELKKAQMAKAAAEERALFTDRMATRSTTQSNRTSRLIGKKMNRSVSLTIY
NPY-Y2 PAM-ag: human NPY-Y2 potentiation or agonism, primary screen | P49146 | cells expressing NPY-Y2, potentiator/agonist read-out | activation, % at 3.6 µM | hit rate 0.45% among 220,000 | AID 1359; in the data active = activation above about 27%;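 also: cells stimulated with NPY near EC25 plus isoproterenol at EC100; 0% = vehicle plus submaximal agonist and 100% = vehicle plus saturating agonist; some results beyond the cut were filed as inactive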
Target sequence (P49146 whole entry, looked up): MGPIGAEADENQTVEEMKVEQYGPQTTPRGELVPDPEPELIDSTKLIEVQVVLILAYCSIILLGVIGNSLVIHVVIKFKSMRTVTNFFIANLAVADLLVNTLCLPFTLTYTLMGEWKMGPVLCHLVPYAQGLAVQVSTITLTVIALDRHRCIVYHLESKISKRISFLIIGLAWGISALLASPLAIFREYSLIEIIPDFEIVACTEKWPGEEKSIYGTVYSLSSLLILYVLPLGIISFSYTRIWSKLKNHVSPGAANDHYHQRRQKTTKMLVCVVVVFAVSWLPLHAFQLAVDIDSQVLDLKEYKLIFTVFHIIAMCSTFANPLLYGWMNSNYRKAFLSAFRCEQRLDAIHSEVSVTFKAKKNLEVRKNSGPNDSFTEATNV
eIF4E 4G PPI: inhibitors of eIF4E and eIF4G interaction in translation initiation | TR-FRET eIF4E-eIF4GI(517-606) binding, 2 h | P63073+Q04637 | inhibition, % at 21.7 µM | hit rate 0.37% among 220,000;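 active = inhibition above about 30%, limit read from the data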;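 also: 0% = full FRET control wells and 100% = background wells lacking eIF4GI fragment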
PERK inh: human PERK inhibition, primary cell-based screen; Q9NZJ5; hit rate 0.17% among 220,000; CHO PERK-DD fusion, SEAP luminescence translation reporter; inhibition, % at 5.6 µM;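 active = inhibition above the mean inhibition of all tested compounds plus 3 SD, set separately per screening campaign, cut at about 2.9% in these data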;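 also: PERK kinase domain activated by AP20187 dimerizer at 100 nM; 0% = DMSO with dimerizer and 100% = rapamycin at 8.4 µM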
Ba/F3 V617F tox: lowers viability of Ba/F3 cells expressing EpoR and JAK2V617F; ATP luminescence; inhibition, % at 5.6 µM; hit rate 1.1% among 220,000; AID 1446;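 active = inhibition above the campaign mean plus 3 SD over all tested compounds, cut at about 24% in these data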;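 also: cytokine-independent growth of Ba/F3 cells driven by EpoR plus mutant JAK2; 0% = DMSO-treated cells and 100% = JAK inhibitor I control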
MDM2 E3 inh: blocks human Mdm2 ubiquitin ligase activity; AID 1230; Q00987; signal enhancement, % at 5 µM; cell-based MDM2 ubiquitination luciferase reporter, 2 h; 0 = plate control, 100 = twice control, blank-subtracted; hit rate 0.11% among 210,000;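 active = signal enhancement of 30% or more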;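 also: luminescence tracks abundance of the self-degrading MDM2-luciferase fusion protein; higher signal means inhibition of MDM2 E3 ligase activity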
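Test system: stable mammalian line carrying autodegrading MDM2–luciferase fusion reporter; quantity: 2000 cells in each well; times: 4 h cell settling then 2 h compound exposure, 37 °C; detection: luminescence with SteadyLite reagent, 15 min at room temperature; evaluation: percent signal gain over controls, blank-subtracted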
S1P4 antag: antagonists of human S1P4 receptor; inhibition, % at 4.98 µM; S1P4-expressing cells, antagonist mode, reporter read-out; O95977; AID 1510; hit rate 0.26% among 220,000; in the data active = inhibition above about 29%;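 also: 0% = wells stimulated with agonist and 100% = vehicle wells without agonist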
S1P4 agonist: agonists of human S1P4 receptor; O95977; hit rate 0.35% among 220,000; activation, % at 4.98 µM; S1P4-expressing cell line, agonist reporter assay; in the data active = activation above about 11%;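 also: 0% = DMSO vehicle and 100% = reference agonist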
Numbers without * were called inactive; nt = no result given; [ ] = remark or other dose.

SMILES	BaF3 tox	Wee1 degr inh	NPY-Y2 PAM-ag	eIF4E 4G PPI	PERK inh	Ba/F3 V617F tox	MDM2 E3 inh	S1P4 antag	S1P4 agonist
COc1ccccc1C(=O)O/N=C(\N)c1ccccn1	10	9.1*	-11	0	0.9	3	-21	8	0.0
O=C(Cn1nnc(-c2ccccc2F)n1)NCc1ccco1	11	-2	11	2	2.8	1	-27	-4	-0.7
O=C(/C=C/c1ccccc1)Oc1cccc2cccnc12	7	-2	8	4	0.1	-4	-5	15	-0.1
O=C(Nn1cnc2ccccc2c1=O)c1cccc(Cl)c1	5	4	-9	4	1.0	3	-13	-13	3.6
Cc1noc(C)c1C(=O)Nc1nnc(-c2ccccc2)s1	-2	-1	5	-1	-0.9	-4	nt	102*	-1.4
Cc1ccc(CCN2CC(C(=O)NCCCN3CCOCC3)CC2=O)cc1 (centres undefined)	3	-2	3	-12	-0.1	2	-18	-16	2.1
Cc1ccc(C(=O)Nc2cc3ccccc3oc2=O)cc1	4	-3	7	0	0.7	-1	-90	2	1.1
O=CN1CC(=O)N(c2ccccc2)c2c([nH]c3ccccc23)C1	1	0	4	4	1.4	-2	-23	9	-2.5
COc1cccc(N=CC2=C(O)CCCC2=O)c1	5	-3	5	-1	0.9	-4	-2	-12	-0.2
Cc1cc(=O)[nH]c(SCc2cc(Cl)ccc2OC(F)F)n1	5	1	-1	1[fluorescence artefact?]	1.0	0	-7	-22	0.2
CCN1CCN(C(=O)CCN2C(=O)c3ccccc3C2=O)CC1	11	1	0	3	1.4	1	-1	5	1.3
CCCCOCCCNC(=O)/C=C/c1ccccc1Cl	3	0	-10	nt	-0.3	2	nt	-7	-1.8
FC(F)(F)c1cccc(N2CCN(Cc3cccnc3)CC2)c1	3	-1	10	4	-0.2	-1	2	-4	-0.4
COc1cc(S(=O)(=O)N2CCN(C)CC2)c(OC)cc1Br	1	0	8	9	0.6	-1	5	-14	-0.3
COC(=O)c1nc2cc(C)ccn2c1F	4	2	12	-2	0.9	-1	-17	-2	0.2
CCOC(=O)c1nonc1NC(C)=O	6	-1	-27	0	0.6	3	nt	-25	-0.5
CCOP(=O)(OCC)C(Nc1cccc(C(F)(F)F)c1)c1ccc(Br)cc1 (centres undefined)	3	4	1	0[fluorescence artefact?]	-0.2	0	0	6	2.0
C=COCCNC(=O)C(=O)NC(C)C	0	2	-2	-1	0.7	-1	-8	6	0.8
CCOC(=O)N1CCN(C(=O)c2cnc(Nc3ccccc3OC)c3ccccc23)CC1	1	-1	5	2[fluorescence artefact?]	-1.4	1	2	-42	-2.2
CCc1ccc(N(CC(=O)NC)S(C)(=O)=O)cc1	0	-1	3	-1	1.3	-2	-9	-12	0.1
CC(C)Oc1ccc(C2CC(=O)N(c3cccc(C(=O)O)c3)C2=O)cc1 (centres undefined)	3	-1	-3	9[fluorescence artefact?]	1.4	3	-11	-9	-0.5
Cc1ccc(-n2nc(C(=O)N3CCOCC3)cc2-c2ccc(Cl)cc2)cc1	3	-2	-5	-2	0.7	0	-8	-1	-3.3
Cc1ccc2ncnc(Nc3ccc(C)c(C)c3)c2c1	5	1	2	-12	-1.1	-2	-11	4	-1.2
CCOCCn1c(N2CCN(c3ccccc3)CC2)nc2c1c(=O)n(C)c(=O)n2C	7	-2	-2	0	-0.5	3	8	-5	-2.2
COc1cccc(C(c2sc3ncnn3c2O)N2CCc3ccccc3C2)c1 (centres undefined)	1	0	-8	1[fluorescence artefact?]	-1.5	-4	-13	-3	0.1
COc1ccc(OC)c(NC(=O)CSc2nnc(C)n2Cc2ccccc2)c1	5	1	13	3	-0.5	0	-2	-18	0.5
Cc1cc(C)nc(NS(=O)(=O)c2ccc(NC(=S)NC(=O)C(C)C)cc2)n1	0	0	-6	4[fluorescence artefact?]	0.0	-5	-2	7	-0.4
COCCCNc1ncnc2sc3c(c12)CCC(C)C3 (centres undefined)	5	0	-5	-2[fluorescence artefact?]	-0.7	-3	8	-29	1.3
Cc1cc(OC(C)C(N)=O)nc(-c2ccccc2)n1 (centres undefined)	8	7	2	0	1.4	2	9	2	0.7
O=C(CSc1nnc(Cc2ccc(Cl)cc2)o1)Nc1ccccc1	6	0	15	2	2.3	-1	-3	-14	1.4
COc1ccc(C2CC(=O)C(C=NCCN3CCN(C(=S)Nc4ccccc4)CC3)=C(O)C2)cc1 (centres undefined)	2	-2	5	-2	-0.1	-4	-5	4	0.9
CCOC(=O)N1CCC(NC(=O)c2ccc(CS(=O)(=O)c3ccc(OC)cc3)o2)CC1	3	-1	7	3	0.0	-2	-6	-16	3.3
COc1cccc(NC(=O)Nc2ccccc2SC)c1	10	-1	0	-1	1.5	4	-90	4	-2.4
COc1ccccc1N1CCN(S(=O)(=O)c2ccc(Cl)s2)CC1	6	-2	-6	6	0.5	-1	-15	-5	3.0
CC1(C)CC(=O)C=C(NNC(=O)OC(C)(C)C)C1	5	0	-5	1	0.7	0	-4	-2	0.7
O=C(N/C(=C/c1ccco1)C(=O)N1CCOCC1)c1cccs1	1	6	16	1	0.8	-4	-10	3	0.3
CC(C)C(OC(=O)c1cc2sccc2n1C)C(=O)NCC1CCCO1 (centres undefined)	1	-2	1	0	-0.2	-2	-10	-18	-0.1
COc1ccc(-n2c(=O)cc(N3CC(C)OC(C)C3)[nH]c2=O)cc1 (centres undefined)	4	-1	9	0[fluorescence artefact?]	1.2	1	-9	-10	-1.6
CCC1CCCCN1C(=S)Nc1cccc(S(=O)(=O)N(C)C)c1 (centres undefined)	5	6	2	2	-0.9	0	-1	-26	0.6
Nc1cc(C(=O)O)ccc1Sc1ccccc1C(=O)O	8	1	5	6	0.3	4	-25	-2	-0.5
NS(=O)(=O)c1cc2c(cc1Cl)NCNS2(=O)=O	-1	0	9	-3	0.2	-3	nt	-14	0.1
CCc1nnc(NC(=O)CSc2nccn2-c2cccc(C)c2)s1	6	0	-2	-1	0.2	-1	-21	7	-3.0
Nc1ccc(C(=O)N/N=C/c2sc(N3CCOCC3)nc2-c2ccccc2)cc1	14	-1	22	7	-0.2	0	-8	-15	9.3
N/C(=N\OC(=O)COc1ccc(Cl)cc1Cl)c1cccnc1	6	2	2	-4[fluorescence artefact?]	1.1	0	8	-16	-0.8
CCN1CC(CN(C)Cc2nc(-c3ccc(OC)c4ccccc34)oc2C)CC1=O (centres undefined)	8	8	-20	0	-0.5	1	-4	0	0.5
CNC(=O)COC(=O)c1ccc(NC(=O)CC#N)cc1	3	-2	-14	-11	0.0	0	1	-6	2.4
Oc1ccc(NCc2cccc(OCc3ccccc3)c2)cc1	8	-3	1	0	2.1	-1	-17	-17	1.7
CC(C(=O)N1c2ccccc2Sc2ccccc21)n1nnc(-c2cccs2)n1 (centres undefined)	5	-1	-12	3	-0.5	4	-6	5	0.0
O=C(CCSc1ccccc1)N1CCN(C(=O)c2ccco2)CC1	1	0	11	-1	0.6	0	-16	-10	1.6
Cc1c(CCOC(=O)CC23CC4CC(CC(C)(C4)C2)C3)sc[n+]1Cc1ccc([N+](=O)[O-])cc1	11	-2	2	-3	0.6	7	-16	-1	0.7
O=C(CC(=O)NC1CCCCC1)N/N=C/c1ccc(Cl)cc1	1	0	-9	0	1.0	-2	-3	1	0.1
O=C(/C=C/c1ccco1)Nc1ccc(-c2nc3ccccc3[nH]2)cc1	3	0	-6	2[fluorescence artefact?]	-0.5	11	3	7	2.1
CCOC(=O)c1c(C)c(C(=O)NCCN2CCOCC2)c(C)n1CC	6	2	13	12	-0.1	-4	-15	-14	0.6
CC(C)(C)NC(=O)C(c1ccco1)N(C(=O)Cn1nnc(-c2ccc(F)cc2)n1)c1cccc(F)c1 (centres undefined)	3	-2	-5	-2	0.5	-2	-2	-23	-0.2
COc1ccc(Br)cc1-c1noc(-c2ccccc2)n1	0	-2	9	-4	1.2	-3	7	3	-0.1
CCSc1nnc(NC(=O)C(CC)Oc2ccccc2)s1 (centres undefined)	1	1	12	0	0.3	-3	-10	-16	2.5
CCc1nnc(NC(=O)CSc2nnnn2C)s1	5	1	-12	2	0.8	0	nt	-6	-3.3
Clc1ccc(OCCCc2nc(-c3cccnc3)no2)c(Cl)c1	8	2	-19	-7	0.5	3	-7	-9	0.0
CCCC(=O)C1=C(O)C(C(=O)OC)C(C)(C)CC1=Nc1ccc(Br)cc1 (centres undefined)	2	0	-10	0	-1.6	2	-7	7	0.0
CCOC(=O)CSc1nsc(SCC(=O)OCC)c1C#N	0	-3	-6	6	0.7	-3	nt	-8	0.7

Next section:
SMILES	BaF3 tox	Wee1 degr inh	NPY-Y2 PAM-ag	eIF4E 4G PPI	PERK inh	Ba/F3 V617F tox	MDM2 E3 inh	S1P4 antag	S1P4 agonist
C=CCN1C(=O)/C(=C2/Sc3ccccc3N2C)SC1=Nc1ccccc1C	5	-1	0	12	-0.7	5	-10	-25	-0.8
C/C(=N\N1CCN(c2ccccc2)CC1)c1ccco1	4	3	-3	2[fluorescence artefact?]	0.5	-1	-10	-16	0.0
CN(C)CCNC(=O)C1CC(=O)N(c2ccc(F)c(Cl)c2)C1 (centres undefined)	0	-1	2	-9[fluorescence artefact?]	1.5	-2	-3	1	1.4
CCOC(=O)c1csc(COc2ccc(OC)cc2)n1	1	6	-18	-2	1.3	1	-7	0	-1.2
CCOC(=O)c1c(NC(=O)C(C)N2CCN(S(=O)(=O)c3cccs3)CC2)sc2c1CCC(C)C2 (centres undefined)	6	3	1	3	0.8	1	-21	-3	0.1
Cc1cc(C)cc(NC(N)=S)c1	3	-2	5	-1[fluorescence artefact?]	0.6	-2	0	-17	2.6
O=C1C(C=Nc2ccccc2O)=C(O)c2ccccc21	7	3	1	2	0.5	3	-12	7	0.1
COc1cccc(-c2nn(-c3ccccc3)cc2CN(C)C(C)c2ccon2)c1 (centres undefined)	5	-2	-35	2	-1.4	5	-93	12	-3.2
O=c1cc(C(F)(F)F)[nH]c2ccc(OC(F)(F)F)cc12	-5	-3	21	4	-0.5	2	2	-10	1.3
CN(C)/C=C1/N=C(c2ccccc2)OC1=O	5	1	-14	2[fluorescence artefact?]	1.1	3	-3	-1	-0.9
CCOc1ccc(N/C=C/C(=O)c2ccc(OC)cc2)c([N+](=O)[O-])c1	3	2	-8	-1	-0.4	-5	-29	-9	-0.8
COc1ccc(NC(=O)CSc2nnc(Cc3cccn3C)n2CCc2ccccc2)c(OC)c1	1	0	-15	0	0.1	-4	-23	-6	-0.4
O=C(NC1CCCCCC1)C1C2C=CC3(CN(Cc4cccnc4)C(=O)C13)O2 (centres undefined)	3	-2	3	4	0.2	0	-3	-23	-0.8
CCOC(=O)c1nc(C)n(-c2cc(OC)c(Cl)cc2Cl)n1	8	2	-1	1	0.1	0	-3	-6	-0.5
CCc1nnc(NC(=O)CN2CCN(c3ccccc3F)CC2)s1	3	-1	-27	0	0.5	-1	4	-25	2.0

Screening results (PubChem BioAssay)
